# Neddylation inh: inhibitors of cullin neddylation, primary screen, biochemical, TR-FRET, uHTS, NAE and Ubc12; 360,000 tested, 0.58% active; NEDD8-conjugating enzyme Ubc12 (Homo sapiens) + NEDD8-activating enzyme E1 regulatory …; calls only at 25 µM; AID 651699, 2012; in the data active means inhibition above about 36%
# Target sequence (P61081 whole entry, looked up): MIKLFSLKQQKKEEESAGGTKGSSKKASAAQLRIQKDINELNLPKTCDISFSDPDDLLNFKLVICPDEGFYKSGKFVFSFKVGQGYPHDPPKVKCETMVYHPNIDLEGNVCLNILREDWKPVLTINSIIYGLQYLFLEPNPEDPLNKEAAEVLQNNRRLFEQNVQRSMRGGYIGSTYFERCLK
# Target sequence (Q13564 whole entry, looked up): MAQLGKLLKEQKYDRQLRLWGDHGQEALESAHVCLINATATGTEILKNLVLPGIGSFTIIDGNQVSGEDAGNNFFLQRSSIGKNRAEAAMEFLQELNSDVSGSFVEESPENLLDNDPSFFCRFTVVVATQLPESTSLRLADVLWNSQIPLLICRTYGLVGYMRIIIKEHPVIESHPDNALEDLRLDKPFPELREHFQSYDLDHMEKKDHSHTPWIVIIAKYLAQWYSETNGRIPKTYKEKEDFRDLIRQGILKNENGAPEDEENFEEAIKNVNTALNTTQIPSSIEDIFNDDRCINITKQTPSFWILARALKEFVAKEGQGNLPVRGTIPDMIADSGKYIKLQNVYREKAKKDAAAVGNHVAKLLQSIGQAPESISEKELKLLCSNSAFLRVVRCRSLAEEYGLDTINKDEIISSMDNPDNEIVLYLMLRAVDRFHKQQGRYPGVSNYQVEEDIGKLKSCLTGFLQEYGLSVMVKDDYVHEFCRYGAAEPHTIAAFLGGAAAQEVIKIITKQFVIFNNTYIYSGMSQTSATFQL
# CendR NRP1 mod: modulators of CendR peptide binding to NRP-1, primary screen, biochemical, fluorescence polarization, uHTS; Neuropilin-1 (Homo sapiens), O14786; FAM-RPARPAR peptide binding to NRP-1; inhibition, % at 25 µM; 360,000 tested, 0.85% active;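 active means inhibition or corrected inhibition above about 18%, plus a signal ratio from 0.5 to 1.5, limit read from the data, passing the limit was not always enough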; further: strong numbers were not always called active
# SKN-1 inh: suppressors of acrylamide-induced Pgst-4::GFP reporter in worms, primary screen, SKN-1 inhibitor project, whole organism, uHTS, GFP/RFP fluorescence ratio, strain VP596 | 360,000 tested, 0.49% active | inhibition, % at 21.8 µM | C. elegans VP596 Pgst-4::GFP/RFP ratio, 24 h | AID 624304, 2012;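 active means interference check ratio from 0.5 to 1.5 plus GFP to RFP signal ratio inhibition reaching or exceeding a fixed threshold, cut at about 30% in these data, passing the limit was not always enough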; further: some compounds called inactive have numbers as strong as hits
# SUMO1-SIM PPI: modulators of SUMO1 protein-protein interactions, primary screen, biochemical, uHTS; Small ubiquitin-related modifier 1 (Homo sapiens), P63165; SUMO1 binding to a labelled peptide, TR-FRET, 1 h; inhibition, % at 20 µM; 360,000 tested, 0.33% active; in the data active means inhibition above about 37%
# Target sequence (P63165 whole entry, looked up): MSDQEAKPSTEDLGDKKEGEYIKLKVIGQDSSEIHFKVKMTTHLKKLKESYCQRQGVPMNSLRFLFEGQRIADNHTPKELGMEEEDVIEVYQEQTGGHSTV
# Tb MetRS inh: T. brucei MetRS inhibitors, primary screen, biochemical, luminescence; methionyl-tRNA synthetase (Trypanosoma brucei brucei); purified T. brucei MetRS, ATP depletion, Kinase-Glo luminescence; inhibition, % at 11.9 µM; 360,000 tested, 0.4% active; AID 624268, 2012;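 active means inhibition above a per-plate cutoff of the control wells' mean inhibition plus 3 SD, cut at about 5.5% in these data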;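 further: 0% = DMSO wells median and 100% = median of wells with control inhibitor compound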
#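 Dosing: 11.9 µM compound single dose, 0.9% DMSO; Assay system: purified T. brucei MetRS enzyme; Measured by: Kinase-Glo luciferase luminescence reporting remaining unconsumed ATP; Schedule: 15 min plus 2 h at 25 °C.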
# DNMT1 inh: human DNMT1 methyltransferase inhibitors, primary screen, biochemical, molecular beacon, fluorescence, HinP1I cleavage, uHTS; 360,000 tested, 0.83% active; inhibition (reported as % activation of signal), % at 10 µM; DNA (cytosine-5)-methyltransferase 1 (Homo sapiens), P26358; in the data active means inhibition above about 50%
# STEP block: STEP phosphatase inhibitors, primary screen, biochemical, fluorescence intensity, uHTS; recombinant STEP, OMFP fluorogenic substrate; 360,000 tested, 0.25% active; AID 588621, 2011; inhibition, % at 20 µM;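 active means inhibition at 20 µM, scaled per plate between control wells, above about 37%, limit read from the data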;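 further: 0% = DMSO with enzyme and substrate and 100% = substrate only without enzyme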
#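 Also added – OMFP at 25 µM · Test system – STEP tyrosine phosphatase · Technique – FITC-channel fluorescence of OMFP product · Schedule – 20 min at room temperature, dark · Evaluation – control-normalized % inhibition with plate pattern correction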
# Scp1 inh: Scp-1 phosphatase inhibitors, primary screen, biochemical, colorimetric, uHTS; 340,000 tested, 0.88% active; Carboxy-terminal domain RNA polymerase II polypeptide A small phosphatase 1 (Homo …; inhibition, % at 20 µM; Recombinant Scp1, phosphopeptide, malachite green phosphate absorbance; AID 493091, 2011;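 active means inhibition above about 50% at 20 µM, limit read from the data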;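 further: plate controls were DMSO wells with enzyme for no effect and wells lacking enzyme for full effect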
#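 Assay system: SCP-1 catalytic fragment, aa 76-261 | Buffer or medium: Tris acetate buffer pH 5.5 with MgCl2 and Tween-20 | Compound: One concentration, 20 µM, with 1.0% DMSO | Also added: Phospho 17-mer peptide substrate | Signal: Absorbance at 630 nm | Incubation: 45 min enzyme reaction at room temperature | Measure: % inhibition of SCP-1 phosphate liberation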
# NadD block: inhibitors of S. aureus NadD, primary screen, biochemical, colorimetric, uHTS; inhibition, % at 20 µM; 360,000 tested, 0.78% active; Nicotinate-nucleotide adenylyltransferase NadD (Staphylococcus aureus N315); purified NadD enzyme, colorimetric absorbance read-out; in the data active means inhibition above about 26%; further: some compounds past the cut are filed as inactive
# LMPTP inh: LMPTP phosphatase inhibitors, primary screen, biochemical, fluorescence intensity, uHTS | inhibition, % at 20 µM | recombinant LMPTP-A, OMFP fluorogenic substrate | Low molecular weight phosphotyrosine protein phosphatase (Homo sapiens), P24666 | 360,000 tested, 0.22% active;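 active means compounds that cut the enzyme signal by at least half of the control window in the single-dose screen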;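 further: plate controls were DMSO wells with enzyme plus substrate for no effect and substrate without enzyme for full effect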
# Target sequence (P24666 whole entry, looked up): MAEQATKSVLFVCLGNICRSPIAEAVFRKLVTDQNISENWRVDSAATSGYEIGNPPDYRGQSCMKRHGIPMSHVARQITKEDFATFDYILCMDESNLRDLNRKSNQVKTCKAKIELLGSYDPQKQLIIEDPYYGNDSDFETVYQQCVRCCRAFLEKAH
#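 material = LMPTP-A | quantity = 0.625 nM enzyme | reagent = OMFP substrate, 400 µM final | buffer or medium = Bis-Tris pH 6.0, DTT, detergent | detection = endpoint fluorescence intensity from OMFP dephosphorylation | dosing = single 20 µM dose | read-out basis = % inhibition relative to no-enzyme and uninhibited control wells | control set = no-enzyme and uninhibited controls | timing = 50 min at room temperature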
# * marks the source's active call; other numbers are inactive results; i = inactive; / = no result given; + = active, no number.
# Below each compound: Neddylation inh | CendR NRP1 mod | SKN-1 inh | SUMO1-SIM PPI | Tb MetRS inh | DNMT1 inh | STEP block | Scp1 inh | NadD block | LMPTP inh
- CNC(=O)c1cccc(NC(=O)C(C)c2ccc3cc(OC)ccc3c2)c1 (stereo not drawn)
 : i | 3 | 7 | -4 | -0.2 | -2 | 0 | -14 | -10 | -0.5
- COc1ccc(N(CC(=O)NCc2ccco2)C(=O)CCC(=O)Nc2nccs2)c(OC)c1
 : i | -8 | -4 | 2 | -0.7 | 3 | -2 | 1 | -1 | 0.7
- COc1cc2cc(C[C@H](C)O)oc(=O)c2cc1OC
 : i | -1 | 5 | 2 | 0.4 | 4 | 0 | -2 | 2 | 0.2
- O=C(NCCCN1CCCC1=O)c1cccc(S(=O)(=O)Nc2ccc(F)cc2)c1
 : i | 10 | -8 | 0 | -0.1 | 7 | -2 | 0 | -4 | -0.9
- Cc1cccc(NC(=O)Nc2ccc(F)cc2)n1
 : i | 10 | 2 | 6 | 0.0 | 1 | -3 | -5 | -2 | 1.1
- COc1ccccc1C(=O)NCc1nnc(SC(C)C(=O)Nc2nccs2)n1C (stereo not drawn)
 : i | 4 | 25 | 5 | -0.1 | -2 | -1 | -7 | -3 | -2.0
- O=C(CSCc1ccccc1)Nc1cccc(F)c1
 : i | 0 | 7 | 2 | 0.2 | 6 | 0 | -10 | 0 | 0.4
- COc1ccc(NC(=O)CCSc2nnc(C)s2)cc1
 : i | 18 | -30 | 0 | -2.3 | 0 | 1 | 29 | 1 | -1.8
- COc1ccc2[nH]c(=O)c(CN(CCCN(C)C)C(=O)Nc3ccc(F)cc3)cc2c1
 : i | -4 | 3 | 0 | 0.0 | 3 | 6 | -5 | -7 | -1.1
- Cc1c(C)n(-c2ccc(Cl)cc2)c2ncnc(N)c12
 : i | 1 | -21 | -1 | -0.5 | 2 | 1 | 4 | 0 | 0.7

# An excerpt of these results, as tab-separated lines:
Compound	Neddylation inh	CendR NRP1 mod	SKN-1 inh	SUMO1-SIM PPI	Tb MetRS inh	DNMT1 inh	STEP block	Scp1 inh	NadD block	LMPTP inh
O=C(NCCCN1CCCC1=O)c1cccc(S(=O)(=O)Nc2ccc(F)cc2)c1	i	10	-8	0	-0.1	7	-2	0	-4	-0.9
Cc1cccc(NC(=O)Nc2ccc(F)cc2)n1	i	10	2	6	0.0	1	-3	-5	-2	1.1
COc1ccc(NC(=O)CCSc2nnc(C)s2)cc1	i	18	-30	0	-2.3	0	1	29	1	-1.8

# (list continues)
# Below each compound: Neddylation inh | CendR NRP1 mod | SKN-1 inh | SUMO1-SIM PPI | Tb MetRS inh | DNMT1 inh | STEP block | Scp1 inh | NadD block | LMPTP inh
- CNc1ccc2c3c(cccc13)C(=O)N(C)C2=O
 : i | 143 | 0 | -228 | -0.3 | + | -206 | -13 | -5 | -21
- Cc1ccc(NC(=O)CN2C(=O)NC3(CCc4ccccc43)C2=O)cc1S(=O)(=O)N1CCCCC1 (stereo not drawn)
 : i | 2 | 15 | -3 | -0.4 | -4 | 0 | -6 | 3 | 2.0
- COc1ccc(/C=N/N2C(C)CCCC2C)cc1OC (stereo not drawn)
 : i | -2 | 21 | 0 | -0.2 | 0 | -2 | -12 | -1 | -2.1
- O=C(CSc1ccc(-c2ccco2)nn1)NCc1ccccc1Cl
 : i | 0 | 2 | -7 | 0.2 | -2 | -2 | -10 | -1 | -0.1
- CCOCCCNC(=O)CN(c1cc([N+](=O)[O-])ccc1OC)S(C)(=O)=O
 : i | -10 | 2 | -7 | -0.1 | -3 | -2 | 21 | -4 | -0.5
- C=CCOC(=O)COc1ccc2c(C)c(C)c(=O)oc2c1C
 : + | -1 | 2 | -4 | -0.1 | 1 | -1 | -5 | 2 | 0.5
- Cc1cc(Nc2ccc3c(c2)OCCO3)c2cc(Cl)ccc2n1
 : i | -5 | 7 | -8 | 0.8 | 14 | -2 | -1 | -10 | 4.0
- O=C(CCc1ccccc1)OCC(=O)c1ccc(Br)cc1
 : i | 1 | -7 | -3 | -1.5 | 1 | 0 | 6 | -3 | -1.0
- O=S(=O)(c1ccc(F)cc1)N1CCC(N2CCCCCC2)CC1
 : i | 5 | -32 | 2 | -1.0 | -5 | 1 | 0 | 0 | 0.2
- COc1ccccc1N1CCN(C(=O)/C=C/c2ccc3c(c2)OCO3)CC1
 : i | 4 | 4 | -13 | 0.3 | 2 | 1 | -6 | -3 | -0.5

# Brought forward from above: two compounds, then new ones.
# Below each compound: Neddylation inh | CendR NRP1 mod | SKN-1 inh | SUMO1-SIM PPI | Tb MetRS inh | DNMT1 inh | STEP block | Scp1 inh | NadD block | LMPTP inh
- O=S(=O)(c1ccc(F)cc1)N1CCC(N2CCCCCC2)CC1
 : i | 5 | -32 | 2 | -1.0 | -5 | 1 | 0 | 0 | 0.2
- COc1ccccc1N1CCN(C(=O)/C=C/c2ccc3c(c2)OCO3)CC1
 : i | 4 | 4 | -13 | 0.3 | 2 | 1 | -6 | -3 | -0.5
- CC(=O)Nc1c(Br)cc(N2C(=O)CCC2=O)cc1Br
 : i | 6 | -10 | -3 | -0.2 | 4 | -5 | -3 | -8 | -0.9
- Cc1ccc(-n2ncc3c(NCCCN4CCOCC4)ncnc32)c(C)c1
 : i | -1 | 13 | -3 | -1.1 | -5 | 0 | -3 | 4 | -0.6
- O=C1N=C(c2ccccc2)C(c2ccccc2)N1 (stereo not drawn)
 : / | -10 | 13 | 1 | 0.6 | 0 | 2 | -18 | -1 | -1.0
- CCOc1ccc(CCNC(=O)c2cc3c(C)nccc3[nH]c2=O)cc1OCC
 : i | 8 | 3 | -12 | 0.3 | 1 | 1 | -4 | -7 | -0.3
- Cn1c(=O)oc2cc(S(=O)(=O)CCC(=O)Nc3ccccc3)ccc21
 : i | 15 | 15 | 3 | -0.1 | 2 | 1 | 7 | -6 | 0.5
- O=C(O)c1ccc(CNCc2ccccc2Cl)cc1
 : i | 6 | 15 | -3 | -0.1 | 3 | 1 | -10 | 0 | -1.3
- CC(=O)Nc1cccc([N+](=O)[O-])c1
 : i | 4 | 12 | -16 | -0.5 | 6 | -4 | -3 | -6 | -0.5
- Cc1cc2nc(-c3ccc(NC(=O)c4cccnc4)cc3)oc2cc1C
 : / | 2 | 16 | 3 | 0.0 | -19 | 8 | 1 | -10 | -1.8
- CC(C)CC1(C)NC(=O)N(CC(=O)Nc2ccc3c(c2)OCCO3)C1=O (stereo not drawn)
 : i | -3 | 7 | 2 | 0.2 | -4 | -2 | 4 | 3 | -0.1
- CCCCC(C(=O)NC1CCCC1)N(C(=O)c1snc(C(N)=O)c1N)c1ccc(F)cc1 (stereo not drawn)
 : i | -2 | 12 | 3 | 0.4 | -2 | 3 | -4 | -4 | 0.8
- C=CCNC(=O)c1onc(CSc2cc(C)cc(C)c2)c1C(=O)O
 : i | 4 | -3 | 0 | 0.0 | 7 | -1 | 1 | -1 | -1.5
- CCn1nc(C(=O)NC2=NCCS2)c2ccccc2c1=O
 : i | 4 | -19 | -1 | -0.1 | 2 | -2 | -7 | 1 | 0.1
- Cc1cc(C)cc(NC(=O)C(=O)NCC2CCCO2)c1 (stereo not drawn)
 : i | 7 | -2 | 1 | -0.6 | 1 | -3 | -5 | 1 | -1.4
- O=C(C1CCCCN1S(=O)(=O)c1ccc(F)cc1)N1CCN(c2ccccc2F)CC1 (stereo not drawn)
 : i | 8 | -16 | 0 | -0.4 | 5 | 2 | -1 | 4 | -2.7
- COc1cccc(NC(=O)C2CCC(CNS(=O)(=O)c3ccc4c(c3)CC(C)N4C(C)=O)CC2)c1 (stereo not drawn)
 : i | 3 | 4 | 4 | -0.5 | -2 | 2 | -6 | 7 | 0.6
- Cc1c(NC(=O)c2ccc(C(C)(C)C)cc2)cccc1[N+](=O)[O-]
 : i | 5 | 13 | -3 | 0.9 | 8 | 1 | -8 | -6 | 0.5
- CCN(CC)C(=O)NC1CC2CCCC(C1)N2Cc1ccccc1 (stereo not drawn)
 : i | 4 | -14 | -1 | -0.3 | 3 | -2 | -2 | -6 | -1.6
- O=C(c1ccc2c(c1)OCO2)C1CCCN(Cc2ccc3nsnc3c2)C1 (stereo not drawn)
 : i | 11 | -4 | -18 | 0.5 | -1 | 4 | -12 | -1 | -1.0
- COc1ccc(-c2[nH]ncc2CNC(C)CCn2cccn2)c(F)c1 (stereo not drawn)
 : i | -1 | 2 | 2 | -0.5 | 1 | 0 | -10 | -4 | -1.4
- Cc1ccc(F)c(S(=O)(=O)NC(=O)C2(C)CCN2C(=O)Cc2ccc(-c3ccccc3)cc2)c1 (stereo not drawn)
 : i | -5 | -2 | 0 | -0.2 | 3 | 2 | / | 2 | -0.6
- COc1cccc(N2CCN(C(=O)CN(c3ccc(C)cc3)S(=O)(=O)c3c(C)n[nH]c3C)CC2)c1
 : i | -2 | 13 | -4 | -0.6 | -3 | -1 | -4 | 3 | -0.8
- COc1cccc(-c2cc(C(=O)N3CCN(Cc4ccc5c(c4)OCO5)CC3)on2)c1
 : i | 14 | -3 | 3 | 0.0 | -1 | -2 | -4 | -3 | -0.2
- Cc1nn(-c2ccccc2)c2sc(C(=O)OC3CCOC3=O)cc12 (stereo not drawn)
 : / | -5 | 18 | 5 | -0.2 | 0 | 4 | -2 | -8 | 2.5
- Cc1ccc(/C=N\n2c(-c3ccccc3)n[nH]c2=S)s1
 : i | -11 | 11 | -9 | 0.2 | 0 | 2 | -1 | 0 | 1.2
- Cc1cccc(-c2noc(CNC(=O)c3ccoc3C)n2)c1
 : i | -44 | -1 | -7 | -0.3 | -12 | -3 | -6 | -6 | 1.7
- CN(Cc1nc(-c2cnccn2)no1)Cc1n[nH]c2c1CCCCC2
 : i | 0 | 12 | -8 | 0.2 | -1 | 1 | -7 | -2 | -1.3
- CC(C)NC(=O)N(C)C[C@H]1Oc2ccc(NC(=O)Nc3ccc4c(c3)OCO4)cc2C(=O)N([C@H](C)CO)C[C@@H]1C
 : i | 29* | 3 | 5 | 0.1 | -1 | -2 | 3 | -7 | -2.4
- CN(Cc1cccc(-n2cccn2)c1)Cc1cn(C)nc1-c1ccccc1F
 : i | 2 | 7 | -2 | -0.6 | 0 | -5 | -1 | -3 | -1.1

# Bioassay records: PubChem BioAssay, several laboratories
